Bioassay records deposited in PubChem by National Center for Advancing Translational Sciences (NCATS).
IL2 activator = activates IL-2 in a cell-based reporter assay; 360,000 tested, 0.065% active; IL-2 activation reporter assay, cell-based qHTS; stimulated with anti-CD3/CD4/CD28 beads; in transgenic mouse T cells; activation, % (series mostly up to about 46 µM); in the data active = activation above about 50%; inconclusive = mostly about 30% to 49%; also: 0% is about no effect
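Screening format: compound pinned onto unstimulated transgenic mouse T cells, 60 min incubation, then anti-CD3/anti-CD4/anti-CD28 bead stimulation for 18 hours at 37 degrees C, followed by EGFP and DsRed detection.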
PLK1 PBD inh = inhibitors of human PLK1 polo-box domain binding | 360,000 tested, 2.8% active | Plk1 PBD binding of FITC phosphopeptide, fluorescence polarization | Potency, µM, without a hit: max response, negative = inhibition, actives largely listed as inhibitors | AID 720504 | P53350; also: potency is read from the fitted curve at half-maximal effect; series mostly up to about 57 µM; % is scaled to controls: 0 for no effect and ±100 for the full control effect; nearly all actives have a fitted effect of over 65% in size
Target sequence (P53350 whole entry, looked up, the tested form may be a part): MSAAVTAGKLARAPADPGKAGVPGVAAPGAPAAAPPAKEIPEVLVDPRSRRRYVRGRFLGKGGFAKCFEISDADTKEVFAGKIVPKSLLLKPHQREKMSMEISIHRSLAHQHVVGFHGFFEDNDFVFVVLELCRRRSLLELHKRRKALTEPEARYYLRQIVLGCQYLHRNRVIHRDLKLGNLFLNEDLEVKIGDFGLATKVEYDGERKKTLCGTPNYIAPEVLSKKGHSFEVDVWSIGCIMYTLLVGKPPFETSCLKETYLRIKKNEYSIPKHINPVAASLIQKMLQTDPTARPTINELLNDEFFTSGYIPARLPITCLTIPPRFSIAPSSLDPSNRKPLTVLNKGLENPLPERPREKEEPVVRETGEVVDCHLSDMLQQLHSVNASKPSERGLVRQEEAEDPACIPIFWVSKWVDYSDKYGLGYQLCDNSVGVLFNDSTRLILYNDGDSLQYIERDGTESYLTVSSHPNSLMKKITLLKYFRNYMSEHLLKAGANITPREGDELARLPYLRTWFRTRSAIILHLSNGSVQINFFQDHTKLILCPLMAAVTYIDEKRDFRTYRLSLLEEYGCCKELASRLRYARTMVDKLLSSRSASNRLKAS
FUS yeast rescue = suppressors of FUS proteinopathy in yeast; S. cerevisiae FUS-expressing, growth rescue, OD600, 24 h; Potency, µM (series often up to 76.6 µM), for inactives: at the top dose growth rescue (activation), actives largely listed as activators; 390,000 tested, 0.24% active; AID 1347120;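 also: potency is read from the fitted curve at half-maximal effect; plate controls were DMSO vehicle for no effect and reference control for full effect; nearly all actives have a fitted effect of over 55% in size; some results filed as inactive show a strong effect at the top dose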
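Steps: raffinose overnight preculture; dilution to OD 0.005 in 2% galactose minimal medium; compound addition (concentration series); 24hr at 30C, 99% humidity; absorbance read at 600 nm.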
Abeta yeast res = restores growth of yeast expressing A-beta42 peptide; AID 1347071; yeast expressing A-beta42, growth rescue, OD600, 48 h; response scale: 0% DMSO, 100% iron-clioquinol control; Potency, µM (top dose mostly 46.1 µM), inactives show at the highest dose growth rescue, most hits filed as activators; 410,000 tested, 0.063% active; also: potency is read from the fitted curve at half-maximal effect; nearly all actives have a fitted effect of over 55% in size
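Growth rescue measured by 600 nm absorbance after 48 h yeast culture at 30 C with compound. Values normalized between DMSO and an equimolar ferric chloride plus clioquinol control.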
EPAC1 antag = EPAC1 (human) antagonism; O95398; EPAC1 GEF assay, Rap1b-BODIPY-GDP exchange fluorescence; Potency, µM (series often up to 115 µM), for the others: top-dose activity change, negative = inhibition, hits mostly inhibitors; 360,000 tested, 0.14% active;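 also: potency is read from the fitted curve at half-maximal effect; plate controls were vehicle for no effect and positive control for full effect; nearly all actives have a fitted effect of over 50% in size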
EPAC1 ag = agonists of human EPAC1; O95398; EPAC1 agonist qHTS, biochemical assay; response scale: 100% = response to 6.5 mM cAMP; 360,000 tested, 0.073% active; AID 720707; Potency, µM (highest dose often 154 µM), for inactives: at the highest dose activation, hits mostly activators; also: potency is read from the fitted curve at half-maximal effect; nearly all actives have a fitted effect of over 60% in size
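Nucleotide exchange assay: 100 nM EPAC1 with 250 nM Rap1B loaded with BODIPY-GDP and 50 uM GDP, room temperature. Fluorescence (480/540 nm) read every 5 min for 30 min; signal change normalized to 6.5 mM cAMP as full agonist.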
PI5P4K alpha inh = inhibitors of human PI5P4K alpha; PI5P4Kalpha enzyme, ADP-Glo luminescence, 60 min; active compounds read low; 330,000 tested, 1.2% active; max response, %; P48426; AID 652105; active = max response of -50% or lower; inconclusive = between -30% and -50%; inactive = -30% or higher; also: value at the top dose of about 77 µM; % is scaled to controls: 0 for no effect and ±100 for the full control effect
Target sequence (P48426 whole entry, looked up): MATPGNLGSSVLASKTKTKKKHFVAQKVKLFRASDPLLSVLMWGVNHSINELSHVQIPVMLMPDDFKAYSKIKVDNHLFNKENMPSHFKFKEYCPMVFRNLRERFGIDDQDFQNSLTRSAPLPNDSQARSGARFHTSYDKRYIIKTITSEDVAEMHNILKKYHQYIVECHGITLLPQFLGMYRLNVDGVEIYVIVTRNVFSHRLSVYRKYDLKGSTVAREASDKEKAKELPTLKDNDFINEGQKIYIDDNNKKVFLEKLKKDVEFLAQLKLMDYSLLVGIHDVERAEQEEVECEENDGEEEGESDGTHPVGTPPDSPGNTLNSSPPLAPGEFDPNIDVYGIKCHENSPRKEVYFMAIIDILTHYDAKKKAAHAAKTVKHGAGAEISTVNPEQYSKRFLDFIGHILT
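qHTS, 1536-well: enzyme/substrate mix, compound by pin tool, 5 microM ATP final; RT 60 min; ADP-Glo reagents 1 (45 min) then 2 (30 min); luminescence.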
WRN helicase inh = inhibitors of human WRN helicase; Potency, µM (series often up to 114 µM), inactives show at the highest dose activity change, negative = inhibition, most hits filed as inhibitors; 360,000 tested, 0.46% active; Q14191; AID 651768; WRN helicase unwinding, fluorescent forked duplex, kinetic; also: potency is read from the fitted curve at half-maximal effect; % is scaled to controls: 0 for no effect and ±100 for the full control effect; nearly all actives have a fitted effect of over 55% in size
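WRN at 20 nM final preincubated with compound 15 min at room temperature; reaction started with 100 nM fluorophore/quencher forked duplex oligonucleotide and 2 mM ATP final. Unwinding followed kinetically by red fluorescence (ex 525, em 598 nm).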
The depositor's hits bear a star; ? = inconclusive; · = no result given; & = joins results of further samples; [ ] = remark or other dose. Unless noted, calls follow the shape of the dose curve; as a rule, active = well fitted curve in the direction sought with a large enough effect; inconclusive = small, poorly fitted or top-dose-only effect, or another doubt; inactive = no such curve, though single readings can be large; an effect the other way counts as inactive or inconclusive.

SMILES	IL2 activator	PLK1 PBD inh	FUS yeast rescue	Abeta yeast res	EPAC1 antag	EPAC1 ag	PI5P4K alpha inh	WRN helicase inh
Cc1c(Cl)c(C(=O)NC2C3CC4CC(C3)CC2C4)nn1C (stereo unspecified)	-1.0	-2%	23%	-4%	3%	-3%	·	7%
COc1cc(NC(=O)C2(C)CCN2C(=O)C(C)C)cc(OC)c1OC (stereo unspecified)	-0.5	3%	-12%	0%	4%	-8%	1	2%
COc1cc2c(cc1NC(=O)C(C)N1CCN(S(=O)(=O)c3ccccc3[N+](=O)[O-])CC1)oc1ccccc12 (stereo unspecified)	-2.3	2%	20%	9%	-3%	11%	·	-6%
COCCCn1c(=O)c2sccc2n(Cc2ccccc2C)c1=O	1.2	2%	-11%	2%	19%	3%	-5	3%
CC(C)c1ccc(NC(=O)c2ccc3c(c2)C(=O)N(Cc2cccnc2)C3=O)cc1	-3.3	0%	?	2%	34%[activator]	-18%	3	2%
Cc1ccc(S(=O)(=O)Nc2ccc(O)c3ncccc23)cc1	-3.3	-9%	12%	?	1%	6%	1	-26%
CCCCOC(=O)c1ccc(NC(=O)COC(=O)CSc2nc(C)cc(C)n2)cc1	2.6	0%	·	11%	-6%	3%	11	-20%
O=C(COC(=O)c1ccc(O)cc1O)c1ccc2c(c1)OCO2	-2.3	5%	·	-12%	-7%	-3%	-7	-22%
COc1cc(OC)c(-c2nnc(-c3ccc(OC)c(OC)c3OC)o2)cc1OC	-3.5	-1%	22%	-23%	7%	0%	·	-8%
CN(C1CCCCC1)S(=O)(=O)c1cccc2nsnc12	0.9	-3%	-20%	-4%	-12%	-1%	7	-1%
NC(=O)c1ccc(NC(=S)NCc2ccco2)cc1	-1.2	-5%	-31%	-4%	7%	13%	4	-7%
Cc1cc(=O)oc2cc(OCC(=O)NC3CCN(Cc4ccccc4)CC3)ccc12	-2.2	-17%	13%	-4%	-11%	11%	-1	8%
O=C(CCCCCN1C(=O)CCC1=O)NCc1ccccc1	-2.3	-8%	·	9%	2%	1%	2	-10%
CC(=O)c1ccc(OC2(C)CCN(Cc3ccc4ccccc4c3)C2)cc1 (stereo unspecified)	-0.5	-13%	-1%	-16%	2%	18%	-2	3%
O=S1(=O)CCN2C=C(Br)C=C(Br)C2=N1	-3.5	-5%	24%	-10%	4%	-7%	·	5%
Cc1c(F)cccc1NC(=O)c1ccc2c(c1)CCN2S(C)(=O)=O	-0.9	-11%	42%	5%	-5%	-7%	4	7%
COc1ccc(-c2cc([N+](=O)[O-])ccc2OCC(=O)N(C)CC(=O)Nc2ccc(C)cc2)cc1	-3.9	-12%	?	11%	-22%	15%	4	-15%
O=C(/C=N/O)NCCCn1ccnc1	0.4	-1%	-20%	9%	11%	-4%	2	-1%
CCCCNC(=O)CCC(=O)NNc1nc2ccccc2c2nc(-c3ccccc3)nn12	-1.2	-4%	-7%&23%	-10%&12%	1%	-11%	3	-7%
CCN(CC)c1ccc(C(=O)OCC(=O)N(C)Cc2ccccc2)cc1	-7.7	-11%	22%	4%	-7%	1%	-6	2%
CCc1ccc(NC(=S)Nc2cccc3cnccc23)cc1	-4.5	-51%	10%	-3%	-4%	7%	-27	-20%
O=c1c2ccccc2[nH]c(=S)n1CCN1CCN(Cc2ccccc2)CC1	-3.0	-11%	9%	-17%	-6%	4%	·	12%
CCOc1ccc(CCN2C(=O)C(=O)N([C@@H](CC(C)C)CN3CCC[C@H]3CN3C(=O)C(=O)NC[C@@H]3Cc3ccccc3)C[C@@H]2Cc2ccccc2)cc1	-1.0	-13%	?	-17%	-3%	-3%	-9	-3%
O=C(NCCCCNC(=O)c1cccs1)c1cccs1	-0.3	-6%	21%	7%	0%	-2%	7	-3%
COc1cc(C2CC(=O)N(CC(=O)NCc3ccco3)c3ccccc3S2)cc(OC)c1OC (stereo unspecified)	-2.3	-12%	22%	-15%	-8%	6%	·	10%

Reprinted from above, 4 compounds:
SMILES	IL2 activator	PLK1 PBD inh	FUS yeast rescue	Abeta yeast res	EPAC1 antag	EPAC1 ag	PI5P4K alpha inh	WRN helicase inh
CC(=O)c1ccc(OC2(C)CCN(Cc3ccc4ccccc4c3)C2)cc1 (stereo unspecified)	-0.5	-13%	-1%	-16%	2%	18%	-2	3%
O=S1(=O)CCN2C=C(Br)C=C(Br)C2=N1	-3.5	-5%	24%	-10%	4%	-7%	·	5%
Cc1c(F)cccc1NC(=O)c1ccc2c(c1)CCN2S(C)(=O)=O	-0.9	-11%	42%	5%	-5%	-7%	4	7%
COc1ccc(-c2cc([N+](=O)[O-])ccc2OCC(=O)N(C)CC(=O)Nc2ccc(C)cc2)cc1	-3.9	-12%	?	11%	-22%	15%	4	-15%

Later entries.
SMILES	IL2 activator	PLK1 PBD inh	FUS yeast rescue	Abeta yeast res	EPAC1 antag	EPAC1 ag	PI5P4K alpha inh	WRN helicase inh
NCCCC[C@H]1NC(=O)[C@H](CCC(=O)O)NC(=O)c2cc([N+](=O)[O-])cc(I)c2OCC[C@@H](C(N)=O)NC1=O	0.7	7.5µM*	33%	-13%	-16%	6%	?	10µM*
Cn1cccc1Cc1nnc(SCC(=O)Nc2nccs2)n1C	0.8	-8%	6%	4%	9%	1%	2	1%
CCCc1nc2c(C)cc(Br)cn2c1Cc1ccccc1C(F)(F)F	-0.9	-8%	10%	-17%	-19%	-7%	0	-4%
NC(=O)c1cc(S(=O)(=O)N2CCCC2)ccc1OCc1ccc(F)cc1	-1.9	-6%	7%	4%	-28%	9%	-4	5%
N#Cc1ccncc1S(=O)c1ccc(Cl)cc1 (stereo unspecified)	-3.6	-5%	-35%	-14%	6%	-3%	-1	3%
Cc1ccc(-n2c(-c3cc(C)n(C)n3)n[nH]c2=S)cc1	-3.1	-5%	2%	1%	5%	-7%	-6	11%
Cc1nc2c(cnn2-c2ccccc2)c(=O)n1/N=C/c1ccccc1	-0.6	8%	8%	-6%	-11%	-1%	5	-4%
COc1ccc(CNC(=O)COC(=O)CN2C(=O)NC3(CCCC3)C2=O)cc1	0.3	-4%	8%	1%	-8%	17%	6	-5%
CC(=O)NCCn1c(C)cc2ccccc21	-1.2	-8%	-3%	4%	?	-2%	5	-6%
O=C(Cc1cccc([N+](=O)[O-])c1)Nc1ccc(C(=O)N2CCCCC2)cc1	-1.9	-11%	14%	0%	4%	14%	-2	-1%
CCCC/C=C/c1cccc2nncn12	1.2	0%	8%	-16%	5%	-4%	-4	-4%
O=C(NCc1ccccn1)c1ccc(Cl)c(S(=O)(=O)N2CCOCC2)c1	-0.4	-1%	5%	-10%	-12%	-17%	-1	-2%
C[C@H]1CCCCO[C@H](CN(C)Cc2ccccc2)[C@@H](C)CN([C@@H](C)CO)C(=O)c2cc(NC(=O)CCC(F)(F)F)ccc2O1	-0.1	-18%	-1%	-4%	0%	4%	-4	9%
Cc1ccccc1/C=C\c1nc(O)c([N+](=O)[O-])c(=O)[nH]1	-0.9	0%	-3%	-4%	4%	-6%	?	-25%[57.1 µM]
CC(C)(C)c1cc(C(C)(C)C)cc(S(=O)(=O)CCc2ccccn2)c1	-2.4	-8%	?	-17%	-15%	1%	·	-12%
O=C(COc1ccc(Cl)cc1Cl)Nc1c(-c2cccs2)nc2ccccn12	12	1%	18%	-6%	3%	1%	-7	-30%[57.1 µM]
Cc1ccc(NC(=O)CCNS(=O)(=O)c2ccccc2)c(C(=O)c2ccccc2)c1	0.0	-1%	-6%	18%	-3%	2%	-3	-6%
CC(=O)Nc1ccc(NC(=O)C(C)Sc2nnc(-c3ccc4c(c3)OCO4)o2)cc1 (stereo unspecified)	-0.5	9%	2%	1%	?	6%	1	-1%
COc1ccc(C(C(=O)Nc2ccc(F)cc2)N2CCN(CC(=O)N3CCCC3)CC2)cc1 (stereo unspecified)	-0.2	-13%	1%	-10%	7%	-4%	2	-4%
O=C(Nc1nnc(C2=COCCO2)o1)c1cccc(F)c1	0.3	-7%	25%	27%	-5%	11%	-2	1%
CCn1nnnc1SCC(=O)Nc1ccc(OCc2ccccc2)cc1	-1.4	-3%	17%	4%	11%	-1%	0	-9%
COc1cccc(OCC(=O)NCC2CCCO2)c1 (stereo unspecified)	-0.2	-1%	-7%	-14%	8%	2%	1	-3%
c1cncc(CNCc2ccco2)c1	2.5	3%	?	4%	-22%	4%	1	-2%
C#CCN(C[C@H]1[C@H](OC(=O)NCc2ccco2)[C@H](OC(=O)NCc2ccco2)C[C@H]2C(=O)N(c3ccccc3)C(=O)[C@@H]12)S(=O)(=O)c1ccc(C)cc1	0.9	-15%	16µM*	0%	4%	11%	-8	-13%

Single records (already shown). Order of values: IL2 activator, PLK1 PBD inh, FUS yeast rescue, Abeta yeast res, EPAC1 antag, EPAC1 ag, PI5P4K alpha inh, WRN helicase inh
Results for `CCn1nnnc1SCC(=O)Nc1ccc(OCc2ccccc2)cc1` → -1.4, -3%, 17%, 4%, 11%, -1%, 0, -9%
Results for `Cc1ccccc1/C=C\c1nc(O)c([N+](=O)[O-])c(=O)[nH]1` → -0.9, 0%, -3%, -4%, 4%, -6%, ?, -25%[57.1 µM]
Results for `C#CCN(C[C@H]1[C@H](OC(=O)NCc2ccco2)[C@H](OC(=O)NCc2ccco2)C[C@H]2C(=O)N(c3ccccc3)C(=O)[C@@H]12)S(=O)(=O)c1ccc(C)cc1` → 0.9, -15%, 16µM*, 0%, 4%, 11%, -8, -13%
Results for `CCCC/C=C/c1cccc2nncn12` → 1.2, 0%, 8%, -16%, 5%, -4%, -4, -4%
Results for `CC(C)(C)c1cc(C(C)(C)C)cc(S(=O)(=O)CCc2ccccn2)c1` → -2.4, -8%, ?, -17%, -15%, 1%, ·, -12%
